DYRK1A inh: rat Dyrk1A kinase inhibitors, primary screen, biochemical, single point, plate reader; Dual specificity tyrosine-phosphorylation-regulated kinase 1A (Rattus norvegicus), Q63470; ADP-Glo luminescence, NFATc1 peptide; inhibition, % at 12.5 µM; 0.43% of 310,000 active; in the data active means inhibition above about 50%;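 further: plate controls were vehicle with enzyme for no effect and no enzyme for full effect; many of its hits are not listed in these tables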
PolyA inh: polyadenylation inhibitors in yeast reporter cells, primary screen, luminescence, S. cerevisiae; S. cerevisiae SKY197-pL101 polyadenylation reporter, beta-gal luminescence; efflux-impaired pdr1/pdr3 knockout yeast; score 100 = 6 SD above DMSO; calls only at 12 µM; 0.02% of 300,000 active; AID 1875, 2009;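 active means lowest replicate activity score at least 50, where 100 means six control SD above control mean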;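 further: yeast exposed to compound for 9 h at 30 °C; higher score means more reporter readthrough which indicates perturbed polyadenylation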
Platelet DG rel: inhibitors of platelet dense granule secretion, primary screen, cell-based, MLPCN, human platelets; 0.22% of 300,000 active; human platelet-rich plasma, SFLLRN dense granule ATP release, luminescence; inhibition, %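 (compounds screened at 7.5 µM in platelet-rich plasma)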;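 active means mean replicate score, as percent of positive control, at or above 50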
KCNK3 block: human KCNK3 channel inhibitors, primary screen, CHO cells, FluxOR thallium flux, B-score; AID 602410, 2012; B-score at 10 µM; FluxOR fluorescence; stronger effect = lower value; Potassium channel subfamily K member 3 (Homo sapiens), O14649; 0.84% of 340,000 active;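 active means B-score under library mean minus 4 SD, starting fluorescence ratio at most library mean plus 5 SD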;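 further: more negative B-score means stronger inhibition of thallium flux through KCNK3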
Target sequence (O14649 whole entry, looked up): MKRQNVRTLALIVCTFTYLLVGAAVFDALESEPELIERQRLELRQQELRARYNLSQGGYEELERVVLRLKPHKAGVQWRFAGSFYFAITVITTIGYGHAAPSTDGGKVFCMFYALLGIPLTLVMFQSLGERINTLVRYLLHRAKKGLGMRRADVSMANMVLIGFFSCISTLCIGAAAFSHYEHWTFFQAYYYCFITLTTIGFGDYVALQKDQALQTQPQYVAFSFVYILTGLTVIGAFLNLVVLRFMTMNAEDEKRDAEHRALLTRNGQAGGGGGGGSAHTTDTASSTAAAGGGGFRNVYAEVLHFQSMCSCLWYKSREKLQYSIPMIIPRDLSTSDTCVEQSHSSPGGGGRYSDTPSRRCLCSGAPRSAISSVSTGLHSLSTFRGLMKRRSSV
* = called active by the depositor; i = inactive; . = no result given. These rows are one share of the data, so the mix of outcomes need not match the whole.

DYRK1A inh	PolyA inh	compound	Platelet DG rel	KCNK3 block
-3	.	NC(=O)C1(N2CCCC2)CCN(Cc2ccccc2)CC1	.	i
4	.	Cc1ccc(C(C)(C)C)cc1S(=O)(=O)N1CCC(C(=O)N2CCN(c3ccc(O)cc3)CC2)CC1	.	i
7	.	O=C(CSc1nnc(-c2c[nH]c3ccccc23)o1)NCC1CCCO1 (stereo not drawn)	.	i
1	.	CCOC(=O)N1CCN(CC(O)COCc2ccc(Cl)cc2)CC1 (stereo not drawn)	.	i
44	.	COc1ccc(C(=O)c2c(-c3ccc(OC)cc3)oc3ccccc23)cc1	.	i
9	.	COc1ccc(S(=O)(=O)CCC(=O)NCCc2ccc(S(N)(=O)=O)cc2)cc1	.	i
2	.	CCOC(=O)C1CCN(CC(O)COc2ccc(S(=O)(=O)N3CCCC3)cc2[N+](=O)[O-])CC1 (stereo not drawn)	.	i
-8	.	CCCC(C(=O)O)N1C(=O)/C(=C2\C(=O)N(C)c3ccccc32)SC1=S (stereo not drawn)	.	i
10	.	NC(=O)c1cc([N+](=O)[O-])ccc1NCc1ccccn1	.	i
1	.	Cc1ccc(OCCC(=O)OCC(=O)c2c(N)n(CC(C)C)c(=O)n(C)c2=O)cc1	.	i
-5	.	Cc1ccc(NC(=O)COC(=O)c2c(-c3ccccc3)noc2C)cc1	.	i
5	.	CC1CCCCC1NC(=O)NC(=O)COC(=O)c1ccc(OC(F)F)cc1 (stereo not drawn)	.	i
5	.	C[C@@H](CSc1ccc(Br)cc1)CN1CC[C@H](NC(=O)OCc2ccccc2)CCC1=O	.	i
-3	.	NC(=O)C1=CC2C3C=CC2(O)C(=O)OC3O1 (stereo not drawn)	.	i
13	.	CC(=O)c1ccc2c(c1)CCN2	.	i
1	.	CC(=O)NC(CC(=O)Nc1ccc(S(=O)(=O)Nc2nccs2)cc1)c1ccccc1 (stereo not drawn)	.	i
-2	.	COc1ccc(S(=O)(=O)Nc2cc(S(=O)(=O)N3CCOCC3)ccc2OC)cc1	.	i
-4	.	O=C1CN(S(=O)(=O)c2cccc(Cl)c2Cl)CCN1	.	i
-2	.	CC(Cc1ccccc1)N1CCCC1=O (stereo not drawn)	.	i
3	i	COc1ccccc1-n1cnc2cc(C(=O)NCCCN3CCOCC3)ccc21	4	i
5	i	O=C(CC(=O)c1ccccc1)Nc1ccc2c(c1)OCCO2	11	i
5	i	CCOc1ccc(N(CC(=O)Nc2ccc(OC)cc2)S(C)(=O)=O)cc1	1	i
1	i	COC(=O)CCC(=O)Nc1sc2c(c1C#N)CCCC2	-1	i
-1	i	COc1ccc(C(=O)c2ccc(Cl)cc2Cl)cc1	2	i
6	i	O=C1c2ccccc2C(=O)N1CCN1CCCCC1	-1	i
6	i	Cc1cn([C@@H](CCCCN)C(=O)NCCCCCCCCCCC(=O)N2CCNCC2)nn1	2	i
-5	i	CCN(CC)S(=O)(=O)c1ccc(N2CCN(S(=O)(=O)c3ccccc3C#N)CC2)nc1	-1	i
37	i	CCOc1ccc2nc(NC(=O)CN3CCN(C)CC3)sc2c1	12	i
6	i	COc1ccc(NC(=O)C2CCCN2C(=O)OCc2ccccc2)c(OC)c1 (stereo not drawn)	-2	i
-7	i	CCCNC(=O)c1ccc2snnc2c1	5	i

Among those listed so far, 5 contain a halogen:
DYRK1A inh	PolyA inh	compound	Platelet DG rel	KCNK3 block
1	.	CCOC(=O)N1CCN(CC(O)COCc2ccc(Cl)cc2)CC1 (stereo not drawn)	.	i
5	.	CC1CCCCC1NC(=O)NC(=O)COC(=O)c1ccc(OC(F)F)cc1 (stereo not drawn)	.	i
5	.	C[C@@H](CSc1ccc(Br)cc1)CN1CC[C@H](NC(=O)OCc2ccccc2)CCC1=O	.	i
-4	.	O=C1CN(S(=O)(=O)c2cccc(Cl)c2Cl)CCN1	.	i
-1	i	COc1ccc(C(=O)c2ccc(Cl)cc2Cl)cc1	2	i

Structural class: those above with two or more sulfur atoms (5)
DYRK1A inh	PolyA inh	compound	Platelet DG rel	KCNK3 block
9	.	COc1ccc(S(=O)(=O)CCC(=O)NCCc2ccc(S(N)(=O)=O)cc2)cc1	.	i
-8	.	CCCC(C(=O)O)N1C(=O)/C(=C2\C(=O)N(C)c3ccccc32)SC1=S (stereo not drawn)	.	i
1	.	CC(=O)NC(CC(=O)Nc1ccc(S(=O)(=O)Nc2nccs2)cc1)c1ccccc1 (stereo not drawn)	.	i
-2	.	COc1ccc(S(=O)(=O)Nc2cc(S(=O)(=O)N3CCOCC3)ccc2OC)cc1	.	i
-5	i	CCN(CC)S(=O)(=O)c1ccc(N2CCN(S(=O)(=O)c3ccccc3C#N)CC2)nc1	-1	i

Other records follow:
DYRK1A inh	PolyA inh	compound	Platelet DG rel	KCNK3 block
1	i	C=CCOC(=O)C1C(=O)CC(C)(O)C(C(=O)OCC=C)C1c1ccc(OC)cc1 (stereo not drawn)	-1	i
-1	i	O=C(O)CCCC(=O)Nc1nc(-c2ccccc2)cs1	1	i
-5	i	COc1cc(=O)[nH]c(=O)n1CC(=O)c1ccccc1	4	i
8	i	COc1ccc(OC)c(NC(=O)C2CCCN2C(=O)OCc2ccccc2)c1 (stereo not drawn)	0	i
-5	i	Cc1cc(NC(=O)CSc2nnc(-c3ccc(Cl)s3)o2)no1	3	i
1	i	COc1ccc(NC(=O)CCn2nc(C)cc2C)cc1	-4	i
-2	i	O=C(O)CCCN=CC1=C(O)C(C(=O)c2ccccc2)CCC1=O (stereo not drawn)	-7	i
-3	i	CCOC(=O)N1CCC(NC(=O)CC(NS(=O)(=O)c2ccc(C)cc2)c2ccco2)CC1 (stereo not drawn)	1	i
6	i	CCOC(=O)N1CCN(C(=O)CSc2nc3c(cnn3-c3ccc(C)cc3)c(=O)[nH]2)CC1	3	i
11	i	O=C1CC(c2cc3c(cc2Br)OCO3)C2=C(CCCC2=O)N1 (stereo not drawn)	0	i
2	i	CC1(C)SC(=S)N(Cc2ccc3c(c2)OCO3)C1N(O)C(=O)NC1CCCCC1 (stereo not drawn)	8	i
3	i	Cc1ccc(NC(=O)CCn2nc(C)cc2C)c(C)c1	-3	i
60*	i	COc1ccc(-c2[nH]ncc2-c2ccc3c(c2)OCCO3)c(O)c1	1	i
25	i	Cc1ccccc1-c1noc(-c2ccc(O)cc2)n1	100*	i
9	i	C/C(N)=C(/C#N)C(=O)CSc1nnnn1-c1ccccc1	2	i
10	i	COc1ccccc1NC(=O)c1cccc(NC(=O)c2ccco2)c1	2	-9.4*
2	i	Cc1cc(C)nc(Sc2nc(C)nc3c2oc2ccccc23)n1	0	i
14	i	Cc1cccc(Nc2nnc(-c3ccc(C(=O)N4C[C@H]5C[C@H](C4)c4cccc(=O)n4C5)cc3)c3ccccc23)c1	4	i
1	i	Cc1ccc(NC(=O)/C(C#N)=C/c2cccs2)c(C)c1	1	i
4	i	Cc1no[n+]([O-])c1COc1ccccc1/C=C1\NC(=S)NC1=O	-1	i

Sorted by length of the SMILES (ascending): some entries from above.
DYRK1A inh	PolyA inh	compound	Platelet DG rel	KCNK3 block
37	i	CCOc1ccc2nc(NC(=O)CN3CCN(C)CC3)sc2c1	12	i
60*	i	COc1ccc(-c2[nH]ncc2-c2ccc3c(c2)OCCO3)c(O)c1	1	i
6	i	COc1ccc(NC(=O)C2CCCN2C(=O)OCc2ccccc2)c(OC)c1 (stereo not drawn)	-2	i
-2	.	COc1ccc(S(=O)(=O)Nc2cc(S(=O)(=O)N3CCOCC3)ccc2OC)cc1	.	i

Next part:
DYRK1A inh	PolyA inh	compound	Platelet DG rel	KCNK3 block
5	i	OC1(c2ccc3ccccc3c2)CCN(Cc2ccccc2)C1 (stereo not drawn)	7	i
15	i	CN(N)c1nc(-c2ccccc2)nnc1C(F)(F)F	0	i
-2	i	CCOC(=O)C1=C(C)NC(=O)NC1c1cccnc1 (stereo not drawn)	1	i
0	i	CCOc1ccc(C(=O)Nc2ccccc2N2CCOCC2)cc1	5	i
11	i	Cc1nc2cc(C(=O)NCCN3CCOCC3)ccc2n1-c1ccc(F)cc1F	0	i
-1	i	Cn1c(Oc2ccc3c(c2)OCO3)nc2c1c(=O)n(Cc1ccccc1)c(=O)n2C	-4	i
4	i	Cn1nnnc1SCC(=O)Nc1ccc(Br)cc1Cl	-14	i
6	i	CC(c1ccco1)N(C(=O)COc1ccccc1[N+](=O)[O-])c1ccccn1 (stereo not drawn)	1	i
9	i	Cc1sc2nc(SCC(=O)N(C)C)[nH]c(=O)c2c1C	7	i
-6	i	Cc1ccc(N(CC(=O)NCc2ccncc2)S(C)(=O)=O)cc1	4	i
5	i	CC(C)N=C(NC#N)SCC(=O)NC(C)(C)C	0	i
7	i	CCC(=O)Nc1nnc(SCc2ccc(F)cc2)s1	6	i
6	i	O=C(Nc1cccnc1)C1(F)C(F)(F)C(F)(F)C(F)(F)C(F)(F)C1(F)F	2	i
-9	i	COc1ccccc1CC(NC(C)=O)C(=O)N1CCN(C(=O)c2cccs2)CC1 (stereo not drawn)	16	i
2	i	CCOC(=O)c1ccc(CSc2nnc(C)n2N)o1	2	i
52*	i	CSc1nnc(-c2cc3c(-c4ccccc4)nn(C)c3s2)n1C	2	i

Compound activity as filed in PubChem BioAssay.
